# Bioassay records: PubChem, several laboratories
# SMARCA2 act: SMARCA2 (BRM) function activators, primary screen, cell-based, luminescence, high throughput | MG213 cells, MMTV-luciferase reporter, dexamethasone, overnight | activation, % at 9.1 µM | actives 1% (n = 370,000); in the data active = activation above about 7.8%;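 also: 0% = vehicle wells and 100% = reference activator wells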
# ASAP1 GAP inh: inhibitors of human ASAP1 ArfGAP activity, primary screen, biochemical, fluorescence polarization. Arf-GAP with SH3 domain, ANK repeat and PH domain-containing protein 1 (Homo sapiens), …. ASAP1-stimulated ARF1 GTP hydrolysis, GDP FP detection. inhibition, % at 16.5 µM. actives 0.19% (n = 360,000). AID 624377, 2012; in the data active = inhibition above about 25%;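 also: 0% = vehicle with enzyme and substrate and 100% = no enzyme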
# Target sequence (Q9ULH1 325-724 limits assumed): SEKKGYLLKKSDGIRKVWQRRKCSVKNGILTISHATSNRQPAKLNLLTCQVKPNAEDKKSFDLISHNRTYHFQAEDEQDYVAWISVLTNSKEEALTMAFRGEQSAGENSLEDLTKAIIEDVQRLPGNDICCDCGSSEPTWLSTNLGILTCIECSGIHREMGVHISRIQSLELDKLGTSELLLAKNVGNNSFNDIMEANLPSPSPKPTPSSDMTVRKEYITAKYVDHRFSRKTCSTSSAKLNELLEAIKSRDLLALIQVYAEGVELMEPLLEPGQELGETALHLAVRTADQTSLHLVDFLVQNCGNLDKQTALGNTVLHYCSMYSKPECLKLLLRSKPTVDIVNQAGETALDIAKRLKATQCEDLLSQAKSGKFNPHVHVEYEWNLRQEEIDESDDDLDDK
# NPR1 activator: GC-A stimulated cGMP production enhancers – HEK293 GC-A cells, cGMP TR-FRET, EC30 ANP, primary screen. actives 0.14% (n = 370,000). AID 1671463, 2021. activation, % at 10 µM. 0% at EC30 ANP, 100% saturating ANP; in the data active = activation above about 40%
# rCAG binder: binders of r(CAG) RNA repeats, primary screen, biochemical, fluorescence; AID 651821, 2012; inhibition, % at 3 µM; r(CAG) RNA repeat, TO-PRO-1 dye displacement fluorescence; actives 1.3% (n = 370,000);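 active = inhibition above the plate cutoff, the mean of all test compounds on that plate plus 3 SD, cut at about 35% in these data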;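 also: 0% = DMSO alone and 100% = 100 µM mitoxantrone as full dye displacement; higher means more dye released from RNA so lower well fluorescence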
# HTRA1 inh: HTRA1 serine protease inhibitors, primary screen, biochemical, fluorescence polarization, HTS; recombinant HTRA1, FP-rhodamine activity-based probe; inhibition, % at 5.96 µM; actives 0.5% (n = 340,000); AID 504803, 2011; in the data active = inhibition above about 36%;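 also: 0% = enzyme with DMSO and 100% = wells lacking enzyme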
# PG9 binder: binders of HIV-1 gp120 antibody PG9, primary screen, biochemical, TR-FRET; TR-FRET gp120-PG9 antibody binding; inhibition, % at 6.7 µM; actives 0.43% (n = 360,000); AID 624416, 2012; in the data active = inhibition above about 8.5%
# ARFGAP1 inh: inhibitors of rat ARFGAP1 GAP activity, primary screen, biochemical, fluorescence polarization, GDP tracer; inhibition, % at 16.5 µM; Arfgap1-stimulated ARF1 GTP hydrolysis, GDP FP detection; actives 0.26% (n = 360,000); AID 651572, 2012; ADP-ribosylation factor GTPase-activating protein 1 (Rattus norvegicus), Q62848;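 active = inhibition above a per-plate limit, mean inhibition of low control wells plus 3 SD, cut at about 25% in these data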;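 also: 0% = DMSO wells with enzyme and 100% = wells lacking Arfgap1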
# Target sequence (Q62848 1-136 limits assumed): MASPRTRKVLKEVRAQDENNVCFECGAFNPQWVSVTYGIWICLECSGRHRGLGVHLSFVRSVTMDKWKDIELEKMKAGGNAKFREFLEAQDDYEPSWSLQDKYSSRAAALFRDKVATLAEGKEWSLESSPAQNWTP
#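 Assay system: purified rat His6-Arfgap1 residues 1-136 (GAP domain); Reagent: human Δ17 ARF1 bound to GTP; Dosing: 16.5 µM single point, 1.26% DMSO; Times: GTP hydrolysis reaction 2 h at 25 °C; Signal: FP, GDP Alexa 633 tracer displaced from anti-GDP antibody, 620/688 nm; Measure: % inhibition from polarization.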
# NR1D1 modulator: modulators of Rev-erb alpha DNA binding, primary screen, biochemical, FITC-DNA, fluorescence polarization, uHTS; Nuclear receptor subfamily 1 group D member 1 (Homo sapiens), P20393; actives 0.79% (n = 370,000); Rev-erbα–FITC-DNA binding, 90 min; activity, % at 10 µM;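 active = activity above about 14%, limit read from the data; passing the limit was not always enough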;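 also: 0% = DMSO wells with 35 nM protein and 100% = DMSO wells with 750 nM protein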
# NPR2 activator: human GC-B receptor activators, primary screen, HEK293 GC-B cells, cGMP TR-FRET, EC30 CNP. Atrial natriuretic peptide receptor 2 (Homo sapiens), P20594. AID 1920062, 2024. activation, % at 10 µM. 0% at EC30 CNP, 100% saturating CNP. actives 0.11% (n = 370,000);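 active = activation at 10 µM reaching about 35% in either raw or pattern-adjusted values, limit read from the data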
# ABHD4 inh: ABHD4 inhibitors, primary screen, biochemical, fluorescence polarization, mouse; purified mABHD4, FP-Rh probe fluorescence polarization; actives 0.54% (n = 370,000); inhibition, % at 8.92 µM; AID 720543, 2013; (Lyso)-N-acylphosphatidylethanolamine lipase (Mus musculus), Q8VD66;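 active = inhibition exceeding the mean over every tested compound plus 3 SD, cut at about 30% in these data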;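 also: 0% = plate median of compound wells and 100% = S159A mutant with DMSO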
# Target sequence (Q8VD66 whole entry, looked up): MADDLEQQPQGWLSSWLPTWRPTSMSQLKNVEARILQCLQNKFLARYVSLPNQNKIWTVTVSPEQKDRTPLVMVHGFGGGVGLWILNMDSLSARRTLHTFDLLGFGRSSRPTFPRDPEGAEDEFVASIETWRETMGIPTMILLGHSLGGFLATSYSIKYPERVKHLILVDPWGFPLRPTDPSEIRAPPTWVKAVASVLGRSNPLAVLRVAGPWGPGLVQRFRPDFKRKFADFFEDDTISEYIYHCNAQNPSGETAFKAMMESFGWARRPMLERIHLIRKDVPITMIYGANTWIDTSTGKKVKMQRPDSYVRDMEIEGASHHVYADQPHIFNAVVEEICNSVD
#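 System: mouse ABHD4 enzyme, wild type / Medium: HEPES pH 7.0, NaCl, Pluronic buffer / Reagent: FP-Rh activity-based fluorescent probe / Control set: S159A mutant high control, sample median low control / Detection: fluorescence polarization with parallel and perpendicular emission, 525/598 nm / Schedule: 45 min + 60 min at 25 °C / Compound dosing: 8.92 µM, single dose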
# The depositor's hits bear a star; . = no result given; & = joins results of further samples. Rows are unselected. About 4.4% of those tested had a hit in this group.
# Values run as follows: SMARCA2 act	PG9 binder	ABHD4 inh	NR1D1 modulator	HTRA1 inh	NPR2 activator	NPR1 activator	rCAG binder	ASAP1 GAP inh	ARFGAP1 inh
- Cc1cccc(/C=N/NC(=O)CC(=O)NCCc2ccccc2)c1
 : 2	2.0	4	-2	7	5	-7	-3	1	-15
- CCC(C)N1C(=O)CCC1C(=O)O (configuration not stated)
 : 2	-2.3	0	5	-3	9	-4	1	-10	-1
- CCOc1ccccc1N1CCN(C(=O)CC(C)C)CC1
 : -2	-0.7	1	12	6	-1	2	-8	-6	-2
- C/C(C=NNC(=O)CSc1nnc(-c2ccccc2)n1-c1ccc(C)cc1)=C\c1ccco1
 : 2	.	-1	-10	.	-12	-16	10	.	.
- COC(=O)[C@@H]1CCCN1C(=O)[C@@H](NC(=O)OC(C)(C)C)C(C)C
 : -3	2.4	3	4	0	9	3	1	1	5
- COC(=O)C1CCN(c2nc3ccccc3nc2C(C#N)C(=O)OCC(C)C)CC1 (configuration not stated)
 : 6	-3.5	4	-2	7	6	3	1	6	-3
- Cc1ccc(CN2C(=O)C(C)Nc3ncnc(N4CCN(c5ccccn5)CC4)c32)cc1 (configuration not stated)
 : 1	0.9	-6	-4	-21	6	3	1	-5	1
- COc1ccc(-c2ocnc2C(=O)N2CCN(C(=O)C(c3ccccc3)c3ccccc3)CC2)cc1
 : -2	0.6	-1	-3	-14	4	-6	0	7	-6
- Cc1nc2ccccc2nc(C)c1=NOCC(=O)N(c1ccccc1)C(C)C
 : 4	1.0	-3	7	-7	-9	-7	-4	10	3
- COC(=O)c1ccccc1S(=O)(=O)Nc1ccc2cn[nH]c2c1
 : -2	-0.2	2	-2	-3	1	2	2	3	6
- Cc1ccccc1NC(=O)c1ccc(Cl)c(NC(=O)c2ccncc2)c1
 : 7	0.1	-4	-1	8	1	4	-1	5	6
- CC1CC(C)CN(CCCNC(=O)CCC(=O)N2CC(C)Oc3ccccc32)C1 (configuration not stated)
 : -2	0.5	4	-3	5	-5	-1	0	-6	10
- CC(=O)c1cc(C(=O)Nc2ccc3ccccc3c2)c(C)o1
 : -3	-2.3	2	5	0	-8	-1	6	4	-2
- CN1CCN(C(=O)c2ccc(COc3ccc(Cl)cc3Cl)cc2)CC1
 : -2	-0.4	-5	-2	-38	4	37	-5	1	2
- COc1ccc(-c2cnc(C(N)=O)c(=O)[nH]2)cc1
 : -2	0.1	1	-5	2	1	0	1	-4	7
- CN1CCc2cccc3c2C1Cc1ccc(O)c(O)c1-3 (configuration not stated)
 : -1	3.3	53*	7&-11	36	-1	0	3	-10	-7
- COc1ccccc1N(CC(=O)NCCN1CCOCC1)S(=O)(=O)c1ccccc1
 : -2	-1.0	-1	5	-1	2	-2	-2	-18	4
- O=C(COC(=O)C(O)c1ccccc1)c1ccc2c(c1)OCCO2 (configuration not stated)
 : 5	0.0	7	1	1	-2	4	0	-3	10
- O=C(Nc1ccc2c(c1)S(=O)(=O)N=C1CCCCCN12)c1ccccc1Cl
 : -4	0.3	-4	-4	-1	1	7	6	-4	9
- Cc1[nH]n(-c2ccccc2)c(=O)c1C=NC1CCCCC1
 : 2	-3.0	4	5	-2	2	4	-4	2	3
- O=C(CCCCn1c(=O)[nH]c2ccccc2c1=O)N1CCN(c2cccc(C(F)(F)F)c2)CC1
 : -5	-0.4	-25	-1	-16	0	-4	-4	-6	-5
- CN(C)C(=O)[C@H]1C[C@H]1[C@@H](O)[C@H](CO)NC(=O)[C@H](Cc1ccccc1)NC(=O)OC(C)(C)C
 : 0	-1.9	6	1	2	5	0	-9	3	-3
- Brc1ccccc1OCCCCCN1CCOCC1
 : 10*	1.0	14	-1	-2	-5	-2	-9	3	9
- O=C(CN1C(=O)c2ccccc2S1(=O)=O)c1ccc(F)c(F)c1
 : -1	0.4	9	0	6	-6	0	-2	-16	10
- CC(=O)c1ccc(N2Cc3ccccc3/C2=N\C(=O)Nc2ccccc2)cc1
 : 2	-3.2	6	-1	-4	-2	-2	2	4	3
- COc1cc(CN2C(=S)NC(C)(C)CC2(C)O)cc(OC)c1 (configuration not stated)
 : 1	-1.0	-3	-3	4	4	-1	-5	-7	-9
- CSc1nc2nc3c(cc2c(=O)n1-c1ccc(C)cc1)COC(C)(C)C3
 : 4	2.0	-6	1	4	0	0	-6	-2	-9
- COc1ccc(NCC(=O)N/N=C/c2c(C)nn(Cc3ccccc3)c2Cl)cc1
 : -5	-1.6	6	-4	-5	-4	4	7	0	-1
- CCN(CC(=O)Nc1c(F)cccc1F)C(=O)c1ccc(S(=O)(=O)N2CCCC2)cc1
 : -3	0.1	0	-1	-1	0	3	1	1	1
- CCc1ccc(NC(=O)c2cnn3ccccc23)cc1
 : -6	0.5	-11	-5	-3	-8	0	2	-5	-1
- CC1(C)Cc2c(sc(NC(=O)c3ccc(Br)o3)c2C#N)CO1
 : 1	-3.3	-4	-6	-6	-4	2	4	11	-16
- Cc1cccc(-c2cnc(C(O)c3ccc(-c4ccccc4)cc3)[nH]2)c1 (configuration not stated)
 : -2	-0.2	1	6	.	2	-4	5	-3	8
- O=C(C1CCC(CNS(=O)(=O)c2cccs2)CC1)N1CCN(c2ccc(Cl)cc2)CC1 (configuration not stated)
 : -6	-0.6	-2	-2	1	-2	-1	3	10	-6
- CCOc1ccc(NC(=O)N(CCC(C)C)C2CCN(C(C)=O)CC2)cc1
 : 2	-0.2	-3	-1	-4	0	-1	-8	-1	-4
- COc1ccc2c(c1OC)C(=O)N1N=C(c3ccc(Cl)cc3)CC21 (configuration not stated)
 : -2	-1.1	-1	-6	8	-3	14	-2	2	5
- CCOC(=O)C1CCN(S(=O)(=O)c2ccc(OCC(=O)OC)cc2)CC1
 : -3	-0.2	2	3	0	-2	3	-6	10	-4
- COc1ccc(CC(=O)OCC(=O)N2CCc3ccccc32)cc1OC
 : 1	0.3	4	0	-3	0	1	-1	-11	-16
- Cc1ccc2nc(N(CCCN(C)C)C(=O)CS(=O)(=O)c3ccccc3)sc2c1
 : -2	1.0	3	1	0	-7	-2	1	-8	11
- CCCS(=O)(=O)N1CCN(C2Cc3ccccc3C2)CC1
 : -1	-0.5	8	-1	8	3	1	-3	10	3
- COc1ccc(OC)c(N(CC(=O)NCc2ccncc2)S(C)(=O)=O)c1
 : -3	3.5	-9	4	1	1	-2	-1	-10	-2
- Cc1ccc(C)n1-c1ccc(N2CCOCC2)c([N+](=O)[O-])c1
 : -2	-4.7	6	-1	9	-1	-3	5	-19	6
- CCc1sc(N(C(=O)Cc2ccccc2)c2ccccc2)nc1-c1ccccc1
 : 1	-1.4	-3	3	-2	-37	-39	0	-10	1
- Cc1cccc2cc(/C=N/NC(=O)c3ccccc3O)c(Cl)nc12
 : -3	-0.3	-7	-5	-2	4	8	6	-14	-2
- Cn1c(=O)[nH]c(=O)c2c1nc(N1CCOCC1)n2CCSc1nnnn1-c1ccccc1
 : 0	-0.4	0	2	8	-8	-11	-4	6	1
- O=C1N[C@@H](c2ccccc2)COC(=O)[C@H](Cc2ccc(F)cc2)CC/C=C/C[C@@H]1CC(=O)N(CCO)Cc1ccccc1
 : -1	-2.4	-8	3	-32	-5	-3	-1	13	2
- CSc1nc2sc3c(c2c(=O)[nH]1)CC(C)(C)OC3
 : 0	-0.5	-1	5	1	-3	5	-1	-5	5
- CCCCn1c(N)c(N(CCC(C)C)C(=O)COC(=O)Cc2ccc(Cl)cc2)c(=O)[nH]c1=O
 : 0	0.3	4	-6	12	-2	-1	0	8	2
- O=c1[nH]c(C(F)(F)F)nc2ccccc12
 : 1	-0.2	-1	-4	-6	-4	-1	0	-5	-11
- CCn1cc(/C=C/C(=O)Nc2ccc(C)cc2Br)cn1
 : 1	-0.8	-1	-1	3	6	2	-4	5	6
- CCC(=O)Nc1cc(C(C)(C)C)ccc1C(C)=O
 : 1	0.8	-5	2	-5	-4	-1	-2	5	0
- CCCN1CCN(CCCNC(=O)Cn2nc(C)n3c(cc4cc(F)ccc43)c2=O)CC1
 : -3	-0.3	1	-4	6	2	1	-4	-3	11
- C[C@]12c3[nH]c4ccc(Cl)cc4c3CCN1C(=O)[C@@H](CC(=O)NCC13CC4CC(CC(C4)C1)C3)C[C@@H]2C(=O)N1CCOCC1
 : -5	-0.1	5	0	-31	-7	-8	5	6	12
- O=C(Nc1ccc2c(c1)CCC2)c1cc(=O)[nH]c2ccccc12
 : -1	0.1	0	4	5	-2	3	1	5	18
- O=S(=O)(c1cnc(Cl)c(Br)c1)N1CCN(c2ncccn2)CC1
 : -2	-0.1	2	6	-2	-2	-6	-2	6	0
- COc1ccc(N(CC(=O)NC2CCCC2)C(=O)CS(=O)CC(=O)Nc2ccc3c(c2)OCO3)cc1 (configuration not stated)
 : -1	-1.9	3	5	-2	-7	-6	-2	-3	7
- CCn1c(=O)n2n(c1=O)[C@]1(C=C(C)C2)CN(Cc2ccc(OC)cc2OC)C(NC(=O)c2ccccc2)=N1
 : .	.	-4	10	.	-7	0	.	.	.
- O=c1c2ccccc2c(/C=N/n2cnnc2)c(O)n1-c1ccccc1
 : -1	-1.1	5	-7	-9	3	0	21	-3	9
- CSc1ccc(S(=O)(=O)Nc2ccc(OCC(=O)N3CCOCC3)cc2)cc1
 : -1	0.3	0	4	-1	7	4	0	5	6
- CC1(C)CC(=O)C/C(=N\NC(=O)C2CC23CCC3)C1 (configuration not stated)
 : -1	-0.8	0	0	-13	6	6	6	-4	-1
- COc1ccc(C(=O)N2CCCCC2c2cc(C(=O)NCc3ccc(F)cc3)no2)cc1 (configuration not stated)
 : -1	-0.4	0	-5	.	-2	5	2	-5	-1

# Compound profiles, from the list above. Values in the order: SMARCA2 act, PG9 binder, ABHD4 inh, NR1D1 modulator, HTRA1 inh, NPR2 activator, NPR1 activator, rCAG binder, ASAP1 GAP inh, ARFGAP1 inh
# Listed for CC1(C)Cc2c(sc(NC(=O)c3ccc(Br)o3)c2C#N)CO1 = 1, -3.3, -4, -6, -6, -4, 2, 4, 11, -16
# Listed for Cc1ccc2nc(N(CCCN(C)C)C(=O)CS(=O)(=O)c3ccccc3)sc2c1 = -2, 1.0, 3, 1, 0, -7, -2, 1, -8, 11
# Listed for CCn1c(=O)n2n(c1=O)[C@]1(C=C(C)C2)CN(Cc2ccc(OC)cc2OC)C(NC(=O)c2ccccc2)=N1 = ., ., -4, 10, ., -7, 0, ., ., .
